# Compound activity from PubChem.
# Platelet DG rel: modulates dense granule release in human platelets | human platelet-rich plasma, SFLLRN dense granule ATP release, luminescence | inhibition, %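 (compounds screened at 7.5 µM in platelet-rich plasma)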 | 0.22% of 300,000 active | AID 1663;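 active = mean replicate score, as percent of positive control, at or above 50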
# GSK3B inh: blocks human GSK3beta kinase activity. GST-GSK3beta kinase, ADP-Glo luminescence, 60 min; active compounds read low. activity score (negative = inhibition), % at 10 µM. P49841. 0.038% of 300,000 active;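 active = more than half of replicate wells score below -50%, meaning over 50% inhibition versus plate controls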;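 note: 0% = median DMSO wells and -100% = median GW8510 positive control wells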
# Target sequence (P49841 whole entry, looked up): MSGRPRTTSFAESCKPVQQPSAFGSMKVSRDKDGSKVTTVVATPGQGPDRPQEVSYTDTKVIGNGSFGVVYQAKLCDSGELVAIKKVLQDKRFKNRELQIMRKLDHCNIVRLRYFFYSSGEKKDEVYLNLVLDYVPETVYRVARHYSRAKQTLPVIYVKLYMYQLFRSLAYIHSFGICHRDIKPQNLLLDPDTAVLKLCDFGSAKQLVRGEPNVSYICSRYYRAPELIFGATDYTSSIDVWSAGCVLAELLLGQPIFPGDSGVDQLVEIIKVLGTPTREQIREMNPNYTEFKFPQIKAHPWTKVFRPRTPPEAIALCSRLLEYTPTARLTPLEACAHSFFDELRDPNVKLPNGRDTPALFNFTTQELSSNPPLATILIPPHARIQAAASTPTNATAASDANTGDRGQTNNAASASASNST
#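 test system = GST-tagged human GSK3beta kinase, cell-free | reagent = 25 µM ATP with peptide substrate | dosing = one dose of 10 µM per compound | schedule = 60 min reaction, RT | detection = luminescent ADP-Glo measurement of ADP formed | control set = DMSO neutral wells and GW8510 at 20 µM as positive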
# GSK3A inh: blocks human GSK-3 alpha kinase; 0.1% of 320,000 active; inhibition, % at 10 µM; AID 2650; P49840; ADP-Glo luminescence, 60 min;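 in the data active = inhibition above about 50%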;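 note: GST-tagged GSK-3 alpha with peptide substrate and 25 µM ATP; 0% = DMSO neutral wells and 100% = GW8510 positive control wells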
# Target sequence (P49840 whole entry, looked up): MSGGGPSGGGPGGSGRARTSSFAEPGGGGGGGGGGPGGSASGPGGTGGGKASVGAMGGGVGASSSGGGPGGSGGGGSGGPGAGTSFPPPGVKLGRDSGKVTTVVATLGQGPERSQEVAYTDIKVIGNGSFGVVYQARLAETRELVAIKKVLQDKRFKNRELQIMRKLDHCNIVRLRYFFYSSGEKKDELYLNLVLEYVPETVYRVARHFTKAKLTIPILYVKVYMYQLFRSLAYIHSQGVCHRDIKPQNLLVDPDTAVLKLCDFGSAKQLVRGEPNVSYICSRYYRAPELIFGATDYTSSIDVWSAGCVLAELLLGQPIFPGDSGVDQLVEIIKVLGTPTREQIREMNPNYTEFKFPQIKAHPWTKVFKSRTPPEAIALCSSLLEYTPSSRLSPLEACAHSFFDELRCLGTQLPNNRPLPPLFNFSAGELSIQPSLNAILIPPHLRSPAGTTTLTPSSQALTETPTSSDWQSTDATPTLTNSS
# Dyrk1A ADPGlo: blocks rat Dyrk1A kinase activity. Q63470. ADP-Glo luminescence, NFATc1 peptide. 0.43% of 310,000 active. AID 504441. inhibition, % at 12.5 µM; in the data active = inhibition above about 50%;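 note: plate controls were vehicle with enzyme for no effect and no enzyme for full effect; many of its hits are not listed in these tables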
# IEC-6 cytotox: kills IEC-6 intestinal cells in KLF5 counter-screen. inhibition, % at 5 µM. AID 1825. IEC-6 cytotoxicity, luminescence viability. 0.78% of 290,000 active; in the data active = inhibition above about 22%;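 note: 0% = plate median of test compound wells and 100% = cytotoxic reference compound wells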
# aSyn UTR inh: MLPCN primary screen, SNCA 5' untranslated region; alpha-synuclein 5'UTR reporter, inhibitor activity; inhibition, % (tested at 7.5 µM); 0.82% of 300,000 active; AID 1813; in the data active = inhibition above about 60%;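 note: H4 neuroglioblastoma cells stably carrying SNCA 5'UTR luciferase fusion; 0% = DMSO wells and 100% = positive control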
# KLF5 inhibitor: inhibitors of KLF5 expression. inhibition, % at 5 µM. DLD-1 KLF5 promoter-luciferase reporter, luminescence. AID 1700. 0.23% of 290,000 active;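 active = inhibition above a per-plate limit of that plate's mean compound inhibition plus 3 SD, cut at about 60% in these data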;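 note: 0% = DMSO wells and 100% = LY294002 at 200 µM; higher means less KLF5 promoter-driven luciferase light; inactives centre near -14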
# HSF1 activator: increases HSF-1 driven luciferase reporter signal; NIH3T3-HGL HSF-1 luciferase reporter, MG132, 8 h; 100% = twice DMSO control signal; activation, % at 9 µM; 1.7% of 300,000 active;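 active = mean replicate activation of at least 50% with a set share of replicates each reaching 50%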;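 note: 0% = median of the neutral control wells and 100% = twice that signal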
# HSP90 inh: blocks HSP90-mediated luciferase refolding in reticulocyte lysate; 0.91% of 290,000 active; Rabbit reticulocyte lysate, luciferase refolding luminescence, 3 h; inhibition, % at 5.6 µM;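 active = inhibition above the screen-wide mean plus 3 SD, computed separately per campaign, cut at about 16% in these data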;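 note: 0% = DMSO wells and 100% = 60 µM geldanamycin wells; inhibitors lower the luminescence because luciferase stays unfolded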
# HSF1 inhib: HSF1 inhibition; NIH3T3-HGL HSE-luciferase, MG132-induced, luminescence 8 h; active compounds read low; activity change, negative = inhibition, % at 7.5 µM (by protocol); 0.77% of 300,000 active; AID 2098;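 active = more than half of replicate wells show activity change below -50%, luminescence cut by over half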;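 note: luciferase reports HSF-1 transcriptional activity via heat shock element; 0% = median of DMSO wells and -100% = zero luminescence signal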
# * = called active by the depositor; nt = not tested or not shown. These rows are one share of the data, so the mix of outcomes need not match the whole.
SMILES,Platelet DG rel,GSK3B inh,GSK3A inh,Dyrk1A ADPGlo,IEC-6 cytotox,aSyn UTR inh,KLF5 inhibitor,HSF1 activator,HSP90 inh,HSF1 inhib
COc1ccc2oc(C)c(C(=O)c3ccc(C)cc3)c2c1,-2,1,0,15,-5,-86,-48,12,-8,8
CCOC(=O)C1=C(C)NC(=O)NC1c1ccc2c(c1)OCCO2 (centres undefined),0,-1,0,-1,-9,2,-15,14,-7,15
Cc1cc(OCC(O)CN2CCN(c3ccccn3)CC2)cc(C)c1Cl (centres undefined),-1,3,-4,-4,-3,-17,-4,0,1,0
CN1CCN(C(=S)Nc2ccc([N+](=O)[O-])cc2)CC1,9,-3,-3,-38,3,-26,-21,3,-3,13
N#Cc1ccccc1OCCn1cncn1,8,0,0,-3,0,0,-14,2,5,6
O=C(O)c1nnn(-c2cccc(C(F)(F)F)c2)c1-c1ccccc1,1,1,-1,nt,4,-10,-9,5,1,-1
Cc1ccccc1Nc1nc(N)nc(CSc2nc3ccccc3c(=O)n2C)n1,0,2,0,5,-4,-31,-12,-9,-3,1
CC(C)c1nc2sc3c(=S)nc[nH]c3c2c2c1CCC2,-10,2,19,nt,-2,2,-6,7,-1,-5
CCCCn1nc(C(=O)OCC(=O)Nc2sccc2C(N)=O)c2ccccc2c1=O,-2,4,-1,-4,0,17,-9,-3,9,-1
CC(C)c1ccc(NC2CCCN(C(=O)c3cnc4ccccn4c3=O)C2)cc1 (centres undefined),-7,1,-1,2,-7,6,-22,-4,-3,2
CC(=O)c1cc2c(C)cc(=O)oc2cc1O,-9,-1,6,44,-2,6,-7,-13,-3,-6
COc1cc(/C=C/c2nc3ccc([N+](=O)[O-])cc3s2)ccc1OCC(=O)O,0,-1,-3,nt,-4,-17,-8,3,-2,5
COc1cc(C(=O)NCCOc2cc(C)cc(C)c2)cc(OC)c1OC,-1,2,-1,-1,62*,-17,47,9,1,1
c1ccc(-c2nnc(SCc3cn4ccsc4n3)o2)cc1,nt,-6,-5,-10,-5,-75,-53,47,0,18
N#C/C(=C\c1cccc([N+](=O)[O-])c1)c1ccccn1,6,2,-1,4,-1,-67,7,43,5,34
Nc1nc(N)c2sc3nc(C(F)(F)F)cc(C(F)(F)F)c3c2n1,5,2,1,45,1,26,7,5,-4,-4
Cc1nn2c(-c3cccc(NC(=O)CSc4nc5ccccc5o4)c3)nnc2c2ccccc12,2,2,-3,-1,1,-37,-35,26,6,9
CCC(=O)N1c2ccccc2NC2=C(C(=O)CCC2)C1c1cccnc1 (centres undefined),1,-3,-3,1,4,18,-26,12,6,-5
Cc1ccc(-n2c(C)cc(/C=C3\NC(=O)NC3=O)c2C)c(C)c1,-3,0,2,14,-5,-41,-13,7,0,6
COc1ccc(N2C(=O)C3CCCCC3C2=O)cc1NC(=O)c1ccccc1 (centres undefined),0,3,-2,-1,1,-7,12,4,2,-4
CN(CC(O)COc1ccccc1F)C1CCCCC1 (centres undefined),-2,-1,-5,-4,3,23,-21,-2,0,5
O=[N+]([O-])c1c(Nc2ccc(Br)cc2)ccc2nonc12,-1,-1,-4,1,-3,17,-1,-3,-3,-3
CCOC(=O)N1CCN(C(=O)c2cccc(NS(=O)(=O)c3ccc(F)c(F)c3)c2)CC1,-1,0,-4,1,4,22,-13,-9,1,-6
Cc1nn(-c2ccc(N3CCCCC3)nn2)c(C)c1CCC(=O)Nc1ccc(F)cc1,-6,0,-2,3,-2,-90,-40,17,0,20
CC(=O)c1ccc(NC(=O)C2CCCO2)cc1 (centres undefined),-5,-3,-1,-1,-5,-43,-45,-8,-2,0
CC1(C)CC(=O)C=C(NCc2ccco2)C1,-3,2,-2,1,-5,13,-24,4,-3,-3
O=C(/C=C/c1ccccc1Cl)c1ccc[nH]1,3,-1,-2,5,-3,-343,-32,36,2,22
CCOC(=O)c1sc(S(C)=O)c2c1CCc1conc1-2 (centres undefined),6,2,1,nt,2,2,5,-2,1,-19
O=c1ccc2ccc(Oc3ccc(Cl)cc3[N+](=O)[O-])cc2o1,-14,-5,0,-4,5,-26,-6,7,3,4
COC(=O)Cc1csc(NCc2ccccc2)n1,1,-12,-1,6,0,13,2,21,-1,-5
Cc1ccc(S(=O)(=O)N2CCCC2CNC(=O)c2ccccc2)cc1 (centres undefined),-20,-1,-1,-4,nt,4,nt,2,nt,10
COc1ccc(CNC(=O)C(c2cccs2)N(C(=O)c2csnn2)C2CC2)cc1 (centres undefined),-1,4,-1,5,-6,17,-25,-4,-1,-5
CCOC(=O)NC(Cc1c[nH]c2ccccc12)C(=O)NCCc1ccc(S(N)(=O)=O)cc1 (centres undefined),1,-1,-2,-7,-1,6,8,-13,-3,-7
COc1ccc(/C=N/NC(=O)c2nc(-c3ccccc3)n(-c3ccccc3)n2)cc1,-18,2,-1,-4,-5,26,-16,2,-4,-4
CSC1=NCCN1C(=O)c1ccc(Br)o1,1,0,5,-5,-3,-35,-59,2,1,4
CCN(CC)C(=O)Cn1ccc(NC(C)=O)nc1=O,21,0,1,1,-5,1,-3,-11,2,1
O=C(/C=C/Sc1ccccc1)c1ccc(Cl)cc1,1,2,2,0,-2,-4,-133,161*,-4,122
Cc1nn(Cc2ccc(Cl)cc2)c(C)c1NC(=O)Cn1nc([N+](=O)[O-])c(Cl)c1C,4,0,0,-9,3,29,-10,5,3,-4
COc1ccc2c(c1)c(CCN1C(=O)c3ccccc3C1=O)cn2C(=O)c1ccco1,-1,1,-3,5,-5,27,6,nt,-1,nt
COc1ccccc1CNC(=O)CSc1ccsc1[N+](=O)[O-],-6,2,-3,5,1,-114,-121,44,-3,14
CSc1cccc(NC(=O)C2CCCN(S(=O)(=O)c3cnc[nH]3)C2)c1 (centres undefined),nt,nt,nt,3,-3,nt,-14,nt,-1,nt
Cc1nn(-c2ccccc2)cc1/C=N/O,-2,-10,4,26,-7,-22,-30,8,-3,4
Nc1cc(Nc2ccccc2)c2nonc2c1[N+](=O)[O-],-6,3,1,-2,-3,10,-71,14,1,-12
O=C(O)CSc1nnc(COc2cccc3cccnc23)n1-c1cccc(C(F)(F)F)c1,1,-1,-2,nt,-3,-12,-30,-15,2,-4
O=C(c1cc2ccccc2o1)c1cccs1,3,0,-1,-1,-2,-134,-84,22,-2,22
COc1ccccc1NCN1C(=O)CCC1=O,11,-4,-1,1,-6,-25,-23,-16,0,-13
O=C(CNC(=O)N1CC(=O)Nc2ccccc21)NCCc1ccc(Cl)cc1,-4,-2,8,-7,10,1,-18,-3,3,-3
COc1cccc(CNC(=O)CCCSc2ccccc2)c1,2,0,-4,-2,2,8,-8,8,-3,5
CN(Cc1c(C(=O)N2CCc3ccccc3C2)nc2ccc(Cl)cn12)C(C1CC1)C1CC1,0,-1,-2,3,3,-13,-27,-3,-1,3
O=c1c(Cl)c2oc3ccccc3nc-2c2ccccc12,-1,5,-1,-1,10,51,-1,14,2,7
CCOC(=O)Cc1csc(SCc2cc(=O)oc3cc(O)ccc23)n1,-18,-7,6,5,6,6,-12,-4,2,-6
COc1ccc(-n2c3c(c(=O)[nH]c2=O)C(NS(=O)(=O)c2ccc(Cl)cc2)(C(F)(F)F)C(=O)N3)cc1 (centres undefined),0,0,-4,0,-6,2,-28,-12,0,-1
CC1CN(C(=O)c2nn(C)cc2[N+](=O)[O-])CC(C)O1 (centres undefined),-7,-2,-1,2,0,1,-20,-9,-2,0
CCOC(=O)C1=C(CN2CCOCC2)NC(=O)NC1c1cc(C)ccc1C (centres undefined),-2,-1,-2,-4,-3,18,-23,-9,-1,-1
COC(=O)c1cccc(Oc2nc3c(c(=O)n(C)c(=O)n3C)n2C(C)C)c1,16,5,0,-1,0,38,-18,42,3,17
COCCNC(=O)C(OC(=O)c1cccs1)c1ccc(F)cc1 (centres undefined),-2,-1,0,-2,-6,-4,-22,18,-3,-1
COc1ccccc1C(=O)NCCC(=O)Nc1nc2ccccc2[nH]1,-1,0,1,7,nt,10,nt,-15,nt,-7
CCn1c(SCC(=O)NC2CCCC2)nnc1C(C)NC(=O)c1ccccc1Br (centres undefined),20,-1,5,-1,-8,8,-9,1,9,3
COc1ccc2cc(C(=O)Nc3c(C)n(C)n(-c4ccccc4)c3=O)sc(=O)c2c1OC,26,1,-2,7,-2,22,-22,0,6,1

# Structures above that contain fluorine:
SMILES,Platelet DG rel,GSK3B inh,GSK3A inh,Dyrk1A ADPGlo,IEC-6 cytotox,aSyn UTR inh,KLF5 inhibitor,HSF1 activator,HSP90 inh,HSF1 inhib
O=C(O)c1nnn(-c2cccc(C(F)(F)F)c2)c1-c1ccccc1,1,1,-1,nt,4,-10,-9,5,1,-1
Nc1nc(N)c2sc3nc(C(F)(F)F)cc(C(F)(F)F)c3c2n1,5,2,1,45,1,26,7,5,-4,-4
CN(CC(O)COc1ccccc1F)C1CCCCC1 (centres undefined),-2,-1,-5,-4,3,23,-21,-2,0,5
CCOC(=O)N1CCN(C(=O)c2cccc(NS(=O)(=O)c3ccc(F)c(F)c3)c2)CC1,-1,0,-4,1,4,22,-13,-9,1,-6
Cc1nn(-c2ccc(N3CCCCC3)nn2)c(C)c1CCC(=O)Nc1ccc(F)cc1,-6,0,-2,3,-2,-90,-40,17,0,20
O=C(O)CSc1nnc(COc2cccc3cccnc23)n1-c1cccc(C(F)(F)F)c1,1,-1,-2,nt,-3,-12,-30,-15,2,-4
COc1ccc(-n2c3c(c(=O)[nH]c2=O)C(NS(=O)(=O)c2ccc(Cl)cc2)(C(F)(F)F)C(=O)N3)cc1 (centres undefined),0,0,-4,0,-6,2,-28,-12,0,-1
COCCNC(=O)C(OC(=O)c1cccs1)c1ccc(F)cc1 (centres undefined),-2,-1,0,-2,-6,-4,-22,18,-3,-1
